# Source: PubChem BioAssay (University of Kansas High Throughput Screening Laboratory)
# mHTT-CaM PPI inh: inhibitors of human mutant huntingtin-calmodulin interaction; P42858; AlphaScreen His-mHTT/GST-CaM binding, luminescence; inhibition, % at 15 µM; 3.6% of 190,000 active; AID 1671202;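 also: 0% = both proteins with DMSO and 100% = one protein alone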
# Pf apPOL block: Pf-apPOL DNA polymerase inhibition; Recombinant Pf-apPOL, molecular beacon fluorescence, 1.5 h; inhibition, % at 10 µM; 0.25% of 210,000 active; AID 1794808
# * = called active by the depositor; / = no result given; & = joins results of further samples. Rule as the data show it: active = inhibition above about 50%; inactive = the rest.
# Value order: mHTT-CaM PPI inh	Pf apPOL block
Cc1nn(CC(=O)Nc2c(F)cc(F)cc2Br)c(C)c1[N+](=O)[O-]
 : -3&4	-2&-27
O=C(NCC1COC2(CCCCC2)O1)C1CCCC1 (stereo not drawn)
 : -2	-4
Cn1cnnc1SCC(=O)Nc1cccc(NC(=O)CSc2nncn2C)n1
 : 0	-3
O=C(CSC1CCCC1)N1CCN(C(=O)C2CC2c2cccs2)CC1 (stereo not drawn)
 : -2	-12
CC(=O)Nc1ccc(C(C)(c2ccccc2)c2ccc(NC(C)=O)cc2)cc1
 : 32	-4
Cc1cccc(Oc2nc3c(c(=O)n(C)c(=O)n3C)n2Cc2ccc(F)cc2)c1
 : -2	-1
CCC(=O)Nc1ccc(Cl)c(-c2nc3cc(C)ccc3o2)c1
 : 7	-2
COC(=O)N1CCc2ccc(F)cc2C1C(=O)NCc1cccnc1 (stereo not drawn)
 : -15	-1
COc1ccc(C=NCCN2Cc3ccccc3C2=O)cc1OC
 : -3	-6
N#CCc1nc(-c2ccccn2)n[nH]1
 : /	-25&-18
COc1ccc(C2CC(=O)Nc3n[nH]c(-c4ccccc4)c32)cc1OC (stereo not drawn)
 : 9	-5
CCC[C@H]1CN(c2ccc(OC)cc2)C(=O)[C@@H]1CC(=O)NC
 : -2	-3
CCC(=O)Nc1cccc(-c2noc(C3CCCN(C(=O)c4ccccc4)C3)n2)c1 (stereo not drawn)
 : -1	-2
O=S(=O)(Nc1ccccn1)c1cc(Cl)c(Cl)cc1Cl
 : -7	-4
CC(=O)NC1=NN(C(C)=O)C(c2sccc2C)S1 (stereo not drawn)
 : 3	-10
CC(C)c1ccc(N2CCC(C(=O)NCc3cccnc3)C2=O)cc1 (stereo not drawn)
 : 1	-2
CCCn1c(C(O)c2ccc(C(C)C)cc2)nc2ccccc21 (stereo not drawn)
 : 5	2
CC(C)NC(=O)c1ccc(OCC2CCCN(C(=O)c3ccc(F)c(F)c3)C2)cc1 (stereo not drawn)
 : 11	-6
O=C(CC1OC(=O)c2ccccc21)c1ccc2c(c1)OCO2 (stereo not drawn)
 : -4	-4
Cc1cc2ncc(-c3ccc(Br)cc3)nc2cc1C
 : -11	-1

# Going on with the list:
# Value order: mHTT-CaM PPI inh	Pf apPOL block
Cc1cc(=S)oc2ccccc12
 : 15	4
Cc1ccc(-c2nnc3s/c(=C\c4cccs4)c(=O)n23)cc1
 : -3	4
COc1ccc(C2CC(=O)C=C(NCc3ccccc3)C2)cc1 (stereo not drawn)
 : 5	0
Cc1nnc(-c2cccn2CC(=O)Nc2ccc(Cl)cc2)o1
 : -5	-3
O=C(c1ccccn1)N1CCC2(CC1)NC(=O)N(Cc1cccc(Cl)c1)C2=O
 : 5	-6
CCCCOc1ccc(/C=C2\N=C(c3ccc(OC)c(OC)c3)OC2=O)cc1
 : -9	5
Cn1nnc(NCc2ccc(-c3ccc(Cl)cc3)o2)n1
 : 31	-4
c1ccc(COc2cccc(CN3CCN(c4ncccn4)CC3)c2)cc1
 : -4	4
Cc1ccccc1CNC(=O)C1CCN(C(=O)c2cccnc2-c2ccccc2C)CC1
 : 1	-5
Cc1cccc(CN2[C@H](COCc3ccccc3)C=CS2(=O)=O)c1
 : 20	-6
COc1ccc(Br)cc1C1CC(c2cccs2)Nc2nnnn21 (stereo not drawn)
 : -4	7
CCN(CC)C(=O)CSc1nc(N)c(NC(=O)c2ccc(Br)o2)c(=O)[nH]1
 : -3	2
Cc1csc(NC(=O)CSc2ccc(NC(=O)c3cccs3)nn2)n1
 : 1	-25
COc1ccc(/C=C2\N=C(c3ccc(OC)cc3Br)OC2=O)cc1
 : 31	-2
COc1cccc(C2C(C#N)=C(N)SC(N)=C2C#N)c1
 : 47	5
Cc1ccccc1NC(=O)CSc1nnc(C)c2ccccc12
 : 0	7
COc1ccccc1C(=O)N1CCc2c(c(C(=O)NCc3ccc(Cl)cc3)nn2C)C1
 : 80*	4
Cc1cccc(NC(=O)CCc2nc(-c3cccs3)no2)n1
 : -4	-3
CC1SC(c2ccccc2F)N(CCC(=O)N2CCCC2)C1=O (stereo not drawn)
 : 10	2
CCN1CCN(CCCNC(=O)CCc2cn(C)c3ccccc23)CC1
 : -3	-14

# Next part:
# Value order: mHTT-CaM PPI inh	Pf apPOL block
CCOc1ccccc1NC(=O)N1CCC2(CC1)NC(=O)c1ccc(Cl)cc1N2C
 : 1	-4
O=C(NC1CC2CC1N(S(=O)(=O)c1cc(F)cc(F)c1)C2)c1ccccc1 (stereo not drawn)
 : -3	-3
COc1ccc(CNC(=O)C2(C)Oc3cccnc3N(C(C)C)C2=O)cc1 (stereo not drawn)
 : -10	-13
Cc1nccn1CCNC(=O)C(=O)Nc1ccccc1F
 : -14	-6
O=C(c1ccc(OCC2CCCN(C(=O)c3c(F)cccc3F)C2)cc1)N1CCCC1 (stereo not drawn)
 : 15	-2
O=C(C1c2ccccc2C(=O)N2CCc3ccccc3C12)N1CCN(c2ccccn2)CC1 (stereo not drawn)
 : 1	-1
CCCn1ncc(N2CCC(C(=O)NCc3ccccc3F)CC2)cc1=O
 : -4	-5
Cc1c(-c2noc(C(=O)NC(C)C)n2)oc2c(C)cccc12
 : -10	0
COc1ccc2nc(C(=O)NCc3cccc(Cl)c3)cn2n1
 : 3	-4
C(#Cc1ccc2sc3ccccc3c2c1)c1ccccc1
 : -21	/
Cn1c(CS(=O)(=O)c2ccccc2)c(C#N)c2ccccc21
 : -5	-1
O=S(=O)(Nc1ccc(F)cc1)c1cccnc1Nc1cccc(F)c1
 : 23	1
Cc1noc(-c2cccn2Cc2ccc(F)cc2Cl)n1
 : -46	6
O=C(CNCc1cccnc1)Nc1ccc(OC(F)(F)Cl)cc1
 : -4	-1
Cc1cc(OCC(=O)Nc2ccc(F)cc2)nc(N2CCCCC2)n1
 : -1	-1
Cc1[nH]nc2c1C1(CCOC1C)C(C#N)=C(N)O2 (stereo not drawn)
 : 0	/
C=C(C)CN1CCN(c2cc(C)nc3c(-c4ccc(OC)c(OC)c4)c(C)nn23)CC1
 : -9	-8
O=C(Nc1nc2ccccc2s1)c1cc(I)ccc1Cl
 : -3	-6
CCN(CC)c1ccc(NC(=O)C2CCN(c3nccc(C)n3)CC2)c(C)c1
 : -6	-3
CC(C)[C@@H](CO)N(Cc1cn(Cc2ccccc2)nn1)S(=O)(=O)c1ccccc1Br
 : -29	-4

# Taken from the results shown for reference:
# Value order: mHTT-CaM PPI inh	Pf apPOL block
CCOc1ccccc1NC(=O)N1CCC2(CC1)NC(=O)c1ccc(Cl)cc1N2C
 : 1	-4
O=C(NC1CC2CC1N(S(=O)(=O)c1cc(F)cc(F)c1)C2)c1ccccc1 (stereo not drawn)
 : -3	-3
COc1ccc(CNC(=O)C2(C)Oc3cccnc3N(C(C)C)C2=O)cc1 (stereo not drawn)
 : -10	-13
Cc1nccn1CCNC(=O)C(=O)Nc1ccccc1F
 : -14	-6
O=C(c1ccc(OCC2CCCN(C(=O)c3c(F)cccc3F)C2)cc1)N1CCCC1 (stereo not drawn)
 : 15	-2
O=C(C1c2ccccc2C(=O)N2CCc3ccccc3C12)N1CCN(c2ccccn2)CC1 (stereo not drawn)
 : 1	-1
CCCn1ncc(N2CCC(C(=O)NCc3ccccc3F)CC2)cc1=O
 : -4	-5
Cc1c(-c2noc(C(=O)NC(C)C)n2)oc2c(C)cccc12
 : -10	0
COc1ccc2nc(C(=O)NCc3cccc(Cl)c3)cn2n1
 : 3	-4
C(#Cc1ccc2sc3ccccc3c2c1)c1ccccc1
 : -21	/
Cn1c(CS(=O)(=O)c2ccccc2)c(C#N)c2ccccc21
 : -5	-1
O=S(=O)(Nc1ccc(F)cc1)c1cccnc1Nc1cccc(F)c1
 : 23	1
Cc1noc(-c2cccn2Cc2ccc(F)cc2Cl)n1
 : -46	6
O=C(CNCc1cccnc1)Nc1ccc(OC(F)(F)Cl)cc1
 : -4	-1
Cc1cc(OCC(=O)Nc2ccc(F)cc2)nc(N2CCCCC2)n1
 : -1	-1
Cc1[nH]nc2c1C1(CCOC1C)C(C#N)=C(N)O2 (stereo not drawn)
 : 0	/
C=C(C)CN1CCN(c2cc(C)nc3c(-c4ccc(OC)c(OC)c4)c(C)nn23)CC1
 : -9	-8
O=C(Nc1nc2ccccc2s1)c1cc(I)ccc1Cl
 : -3	-6
CCN(CC)c1ccc(NC(=O)C2CCN(c3nccc(C)n3)CC2)c(C)c1
 : -6	-3
CC(C)[C@@H](CO)N(Cc1cn(Cc2ccccc2)nn1)S(=O)(=O)c1ccccc1Br
 : -29	-4

# (more compounds)
# Value order: mHTT-CaM PPI inh	Pf apPOL block
COCCNC(=O)C1(C)CCC(=O)N1Cc1cccc(C)c1 (stereo not drawn)
 : -4	0
CCC(=O)Nc1c(-c2cccc(Cl)c2)nc2cc(C)ccn12
 : 11	1
CNC(=O)C1CN(C(=O)C2(c3ccc(OC)cc3)CC2)CC12CCCC2 (stereo not drawn)
 : -4	-4
O=C(NC1=NCCS1)c1cccs1
 : /	7
S=c1n(CN2CCOCC2)nnn1-c1ccccc1
 : -6	-20
NC(=NOC(=O)C1CCc2ccccc2O1)c1ccc(C(F)(F)F)cc1 (stereo not drawn)
 : /	-9
Oc1ccc(C2CC3CCC2C3)cc1O (stereo not drawn)
 : 54*	-2
CC1=C(C(=O)Nc2ccccn2)C(c2ccc([N+](=O)[O-])cc2)C2=C(CC(C)(C)CC2=O)N1 (stereo not drawn)
 : 14	4
O=C(O)C1CCCN(S(=O)(=O)c2cccs2)C1 (stereo not drawn)
 : 0	3
CCN(CC)C(=O)c1ccnc(N2CCNC(c3ccccc3)C2)c1 (stereo not drawn)
 : 3	-10
O=c1oc(-c2ccc(Cl)c(Cl)c2)nc2ccccc12
 : -1	-1
COc1ccc(N2CCN(C(=O)CN(c3ccc(C)c(C)c3)S(C)(=O)=O)CC2)cc1
 : -2	-11
COCCCNC(=O)c1ccc(C)cc1Cl
 : -1	8
O=C1OC(c2ccccc2)=C/C1=C/c1ccc(F)cc1
 : 6	3
CCCNC(=O)C1CCN(c2nc3ccc(-c4cncnc4)nc3s2)CC1
 : -5	1
Cc1cccc(NC(=O)c2cccc3c2C(=O)c2ccccc2-3)c1
 : 34	-4
CC(C)C(=O)N1CCN(c2nc3c(s2)CC(C(=O)NCc2cccs2)CC3)CC1 (stereo not drawn)
 : 6	6
CC(C)(C)C(O)CCNC(=O)CC1CCCC1 (stereo not drawn)
 : -11&-13	-6&4
CN(C)c1ncnc2c1C(c1ccccc1)c1c(ncnc1N(C)C)O2
 : 23	37
COc1ccc(CCN2C(=O)C3CC(C)=C(C)CC3C2=O)cc1OC (stereo not drawn)
 : -1	-6

# Next compounds
Structure | mHTT-CaM PPI inh | Pf apPOL block
O=C(Nc1cc(Cl)ccc1O)c1ccco1 | 0 | -2
O=C(NC1(C(F)(F)F)N=C2SCCN2C1=O)C1CCCCC1 (stereo not drawn) | 2 | -3
CCc1cc(C2CCCN2C(=O)Nc2ccc(C(=O)OC)cc2)on1 (stereo not drawn) | -5 | 2
Cn1c(N2CCCC(C(=O)NC3CCCCC3)C2)cc(=O)n(C)c1=O (stereo not drawn) | -2 | 3
C[C@@H]1[C@@H](c2ccccc2)Oc2c(Cl)cccc2S(=O)(=O)N1Cc1cccc(F)c1 | -10 | -4
CCOc1ccccc1N(C)C(=O)c1nn(-c2ccccc2OC)c(=O)c2ccccc12 | 18 | 10
COc1ccc(CCN2C(=O)CCC2(C)C(=O)NC2CCCC2)c(OC)c1OC (stereo not drawn) | -5 | -6
COc1ccc(C(=O)Nc2c3c(nn2-c2cccc(Cl)c2)CS(=O)C3)c(OC)c1 (stereo not drawn) | 13 | -15
CCCCN(C)CCCNC(=O)C1CCN(S(=O)(=O)N2CCC3(CC2)OCCO3)CC1 | -6 | -11
Clc1ccc(SCc2cccc(CSc3ccc(Cl)c(Cl)c3)n2)cc1Cl | / | -6
CCN1CCN(C2=NC(=O)/C(=C\c3ccc4c(c3)OCO4)S2)CC1 | 1 | 6
COc1ccc(NC(=O)c2c(NCc3ccccn3)sc3c2CCC(C)C3)c(OC)c1 (stereo not drawn) | 49 | -17
COc1cccc(S(=O)(=O)N2CCC(c3cc(N)on3)CC2)c1 | 1 | -1
CC(=O)NC1=NN(C(C)=O)C(c2cccc([N+](=O)[O-])c2)S1 (stereo not drawn) | 3 | -11
O=C(c1ccncc1)N1CCC(Oc2cc(N3CCOCC3)ncn2)C1 (stereo not drawn) | 1 | -2
CCCCCn1c(=N)c(S(=O)(=O)c2ccc(Cl)cc2)cc2c(=O)n3ccccc3nc21 | -7 | -9
Cc1ccc(C)c(N2CCN(C(=O)c3cccc(F)c3)C(C)C2=O)c1 (stereo not drawn) | 1 | -6
CCc1cc(C2CCCN2C(=O)Nc2ccc(C)cc2Cl)on1 (stereo not drawn) | -1 | 2
Cc1ccc(NC(=O)c2c(Cl)cccc2Cl)c(Br)c1 | -9 | 1
Cc1ccc(C)c(C(=O)N2CCCN(Cc3nc(-c4cccc(F)c4)no3)CC2)c1 | 30 | -3
CN(C)CCN1C(=O)C(=O)C(=C(O)c2ccc(Cl)cc2)C1c1ccncc1 (stereo not drawn) | -1 | -8
Cc1nc(C)c(-c2nnc(NC(=O)CCc3c(C)noc3C)o2)s1 | 14 | -2
Cn1cccc1CN(Cc1cccs1)C(=O)c1c(F)cccc1Cl | 0 | -4
N#Cc1ccc(-c2cccs2)nc1SCC(=O)NC1CC1 | 9 | -3
O=C(Cc1ccc(O)cc1)NCCNC(=S)Nc1ccc(Cl)cc1 | / | -20
CS(=O)(=O)NC1CC2CC1CN2C(=O)c1cc2c(s1)CCCC2 (stereo not drawn) | 3 | 2
O=C(Cc1ccc(Cl)cc1)Nc1cccc(C(=O)c2ccccc2)c1 | -6 | -10
COc1ccc(-c2cnnn2-c2ccc(NC(=O)c3cccc(OC)c3)cc2)cc1 | 13 | -2
COc1ccccc1-n1c(SCC(=O)NCCc2ccccc2)nc2c(c1=O)SCC2 | -1 | -5
OC(COc1ccc(C23CC4CC(CC(C4)C2)C3)cc1)C[N+]1(Cc2ccccc2)CCOCC1 (stereo not drawn) | 100* | -61
